# Assay outcomes: PubChem, National Center for Advancing Translational Sciences (NCATS)
# Anesthetic bind = candidate novel general anesthetic via apoferritin binding. apoferritin/1-aminoanthracene competitive binding, fluorescence. actives 0.074% (n = 350,000). P02791. Potency, µM (series often up to 77.5 µM), for inactives: at the top dose activity change, negative = displacement, most hits filed as inhibitors. AID 485281; further: potency means the concentration at half of the fitted maximal effect; on the % scale 0 is the no-effect control and ±100 the full control effect; nearly all actives have a fitted effect of over 20% in size
# Target sequence (P02791 2-175 limits assumed): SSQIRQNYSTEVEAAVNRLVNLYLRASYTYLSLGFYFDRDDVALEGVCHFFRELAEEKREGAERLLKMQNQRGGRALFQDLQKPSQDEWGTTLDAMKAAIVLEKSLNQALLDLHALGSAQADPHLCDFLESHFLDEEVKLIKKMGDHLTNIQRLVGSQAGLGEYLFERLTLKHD
#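 10 uM apoferritin + 50% sat. 1-AMA, PBS; cpd 10 min RT; Ex380/Em535 endpoint; normalized to free probe vs complex; 4-param Hill fit; propofol titration as pos. ctrl.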
# Pol kappa inh = blocks human DNA polymerase kappa activity; Q9UBT6; Potency, µM (top dose mostly 107 µM), without a hit: at the top dose activity, negative = inhibition, hits mostly inhibitors; purified Pol kappa, fluorescent DNA synthesis assay, 10 min; actives 0.53% (n = 400,000); further: potency means the concentration at half of the fitted maximal effect; on the % scale 0 is the no-effect control and ±100 the full control effect
# Target sequence (Q9UBT6 whole entry, looked up): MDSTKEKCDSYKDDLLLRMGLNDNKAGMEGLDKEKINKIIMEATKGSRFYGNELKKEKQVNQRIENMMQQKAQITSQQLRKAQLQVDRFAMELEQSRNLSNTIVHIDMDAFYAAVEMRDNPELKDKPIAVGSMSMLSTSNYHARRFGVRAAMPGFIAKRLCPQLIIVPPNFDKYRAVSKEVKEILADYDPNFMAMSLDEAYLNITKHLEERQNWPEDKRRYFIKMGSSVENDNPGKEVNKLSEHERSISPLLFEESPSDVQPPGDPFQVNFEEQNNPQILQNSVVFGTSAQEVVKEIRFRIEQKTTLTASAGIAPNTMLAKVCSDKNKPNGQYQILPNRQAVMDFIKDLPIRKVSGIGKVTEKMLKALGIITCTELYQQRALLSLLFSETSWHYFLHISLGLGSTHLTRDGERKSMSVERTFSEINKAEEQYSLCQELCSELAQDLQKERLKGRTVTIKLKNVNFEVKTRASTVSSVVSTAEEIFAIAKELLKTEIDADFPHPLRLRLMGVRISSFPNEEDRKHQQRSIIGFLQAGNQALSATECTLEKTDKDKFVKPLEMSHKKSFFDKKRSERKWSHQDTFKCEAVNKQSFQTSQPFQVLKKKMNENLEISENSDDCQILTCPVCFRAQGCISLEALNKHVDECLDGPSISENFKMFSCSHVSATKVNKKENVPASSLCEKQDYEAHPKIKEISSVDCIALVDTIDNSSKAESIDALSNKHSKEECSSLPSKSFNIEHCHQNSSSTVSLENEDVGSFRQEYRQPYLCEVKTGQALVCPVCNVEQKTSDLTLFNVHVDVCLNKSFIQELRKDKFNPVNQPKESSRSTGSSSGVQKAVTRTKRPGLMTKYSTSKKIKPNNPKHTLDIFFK
#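 Kinetic fluorescence screen: compound preincubated 15 min RT with 10 nM enzyme; 50 nM substrate (final) initiates; reads at 0/10 min.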
# Pol iota inh = blocks human DNA polymerase iota activity; actives 1% (n = 390,000); Pol iota fluorescent replication assay, 10 min; Q9UNA4; AID 588590; Potency, µM (titrated, usually from 115 µM), inactives show at the top dose activity, negative = inhibition, usual class: inhibitors; further: potency means the concentration at half of the fitted maximal effect
#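 Pol iota at 10 nM preincubated 15 min with compounds at room temperature; reaction started with fluorescent substrate, 50 nM final. Fluorescence read kinetically at 0 and 10 min; buffer-only wells as negative control.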
# GRP78 ERSR act = inducers of ER stress response in human glioma cells | U87-MG GRP78 promoter luciferase reporter, 16 h | Potency, µM, for inactives: at the highest dose activation, most hits filed as activators | actives 0.02% (n = 420,000); further: potency means the concentration at half of the fitted maximal effect; series mostly up to about 76 µM; % of control where 0% means no effect; nearly all actives have a fitted effect of over 35% in size
#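 Stably transfected U87-MG human glioma cells carrying a GRP78-based luminescent sensor were seeded at 1000 cells/well, pin-dosed with compounds and incubated 16 h. Luciferase reagent was then added, and end-point luminescence was read after 10 min at room temperature.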
# LDHA block = inhibitors of human lactate dehydrogenase A. purified LDHA, NADH/diaphorase-resazurin fluorescence; stronger effect = lower value. activity change, % (values are at about 110 or 230 µM). actives 0.15% (n = 480,000). P00338; in the data active means activity change below about -30%; inconclusive means mostly about -25% to -30%;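 further: plate controls were DMSO wells for no effect and wells without enzyme for full effect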
#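 Remaining NADH was detected by diaphorase (0.133 mg/mL) converting 37 µM resazurin to fluorescent resorufin, read at 0 and 20 minutes. The preceding 5-minute room-temperature reaction used 2 nM LDHA, 0.2 mM sodium pyruvate and 0.06 mM NADH at pH 7.4.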
# Pol eta inh = blocks human DNA polymerase eta activity. Q9Y253. recombinant Pol eta, fluorescent DNA replication assay. Potency, µM (series often up to 114 µM), for inactives: at the highest dose activity change, negative = inhibition, hits mostly inhibitors. actives 1.2% (n = 390,000). AID 588591; further: potency means the concentration at half of the fitted maximal effect; on the % scale 0 is the no-effect control and ±100 the full control effect
#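 Fluorescent replication assay: 50 nM final substrate added after a 15 min room-temperature compound preincubation with 10 nM enzyme. Signal taken at 0 min and again at 10 min.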
# BLM inh = blocks DNA unwinding by human BLM helicase | actives 0.2% (n = 350,000) | AID 2528 | P54132 | recombinant BLM DNA unwinding, fluorescence dequenching | Potency, µM (titrated, usually from 56.1 µM), for inactives: top-dose activity change, negative = inhibition, usual class: inhibitors;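 further: potency means the concentration at half of the fitted maximal effect; plate controls were vehicle for no effect and no enzyme for full effect; nearly all actives have a fitted effect of over 35% in size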
# APE1 inh = inhibitors of human APE1 endonuclease. AID 2517. actives 0.35% (n = 350,000). Potency, µM (titrated, usually from 65.8 µM), for inactives: top-dose activity change, negative = inhibition, usual class: inhibitors. recombinant APE1, TAMRA/BHQ-2 abasic DNA cleavage fluorescence;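 further: potency means the concentration at half of the fitted maximal effect; plate controls were vehicle for no effect and reference inhibitor for full effect; nearly all actives have a fitted effect of over 55% in size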
#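 Step 1: APE1 (0.75 nM) with compound, 15 min RT. Step 2: add 50 nM fluorophore/quencher THF duplex. Step 3: three fluorescence reads 60 s apart (525/598 nm); read 3 minus read 1 = reaction progress.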
# Pol beta inh = inhibitors of human DNA polymerase beta | P06746 | actives 1.3% (n = 340,000) | Potency, µM (series often up to 114 µM), inactives show top-dose activity change, negative = inhibition, most hits filed as inhibitors | Pol beta primer extension/strand displacement, fluorescence kinetic | AID 485314; further: potency means the concentration at half of the fitted maximal effect; on the % scale 0 is the no-effect control and ±100 the full control effect
#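 Enzyme-only controls used 10 nM Pol beta; buffer lacking enzyme served as negative control. Compound preincubated 15 min, then 50 nM substrate added; 0 and 10 min reads at room temperature.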
# An asterisk follows results filed as active; ? = inconclusive; nt = no result given; & = joins results of further samples; [ ] = remark or other dose. Unless noted, the call rests on the fitted dose curve; in most records, active means well fitted curve in the direction sought with a large enough effect; inconclusive means small, poorly fitted or top-dose-only effect, or another doubt; inactive means no such curve, though single readings can be large; an effect the other way counts as inactive or inconclusive. Not all compounds are listed; rates above refer to the full screens.
molecule	Pol beta inh	Pol kappa inh	GRP78 ERSR act	Anesthetic bind	LDHA block	BLM inh	APE1 inh	Pol eta inh	Pol iota inh
CC(=O)NC12CC3CC(C1)CC(C(=O)Nc1nc4ccc(S(C)(=O)=O)cc4s1)(C3)C2	23%	-3%	-3%	-13%	0	-3%	-16%	-29%	28%
CCN(CC(=O)Nc1ccccc1C(F)(F)F)C(=O)CCS(=O)(=O)c1ccc(C)cc1	nt	-24%	-5%	nt	-5	nt	3%	0%	20%
O=C(O)c1cc(=O)c2cc(Cl)ccc2o1	6%	-13%	-5%	-5%	-2	-8%	2%	-21%	13%
CCOC(=O)c1cccc(NC(=O)CSc2nnc(-c3ccoc3C)n2CCOC)c1	?	3%	2%	9%	-9	-3%	0%	6%	-4%
Cc1nc([N+](=O)[O-])cn1CCC#N	84%	-1%	-5%	-9%	0	-5%	-4%	-4%	49%[activator]
Cc1ccc(N2C(=O)C3C4CC(=O)C(c5ccccc54)C3C2=O)cc1 (stereo not given)	6%	-19%	-1%	-5%	-2	-15%	-1%	5%	-2%
COc1cccc(N2CC(C(=O)Nc3ccc(C(=O)OC(C)C)cc3)CC2=O)c1 (stereo not given)	-1%	-21%	-3%	?	3	-9%	-10%	-7%	-1%
CC1CC(C)CN(c2cc(N(C)CCO)c([N+](=O)[O-])c3nonc23)C1 (stereo not given)	13%	3%	-3%	?	-9	1%	-1%	-2%	167%[activator]
COc1cccc(-n2c(SCC(=O)Nc3ccc(F)cc3F)nc3c([nH]c4ccccc43)c2=O)c1	-1%	-7%[60.1 µM]	0%	-3%	-12	-1%	nt	-15%	3%
CSc1ccc(/C=C2/C(C)=C(CC(=O)O)c3cc(F)ccc32)cc1	nt	-3%[60.1 µM]	0%	-18%	nt	-5%	-2%	nt	nt
Cc1ccc(CCSc2ccc(F)cc2)cn1	9%	2%	2%	7%	-7	-3%	-4%	-4%	5%
COc1ccc(NC(=O)N(CCC(C)C)C(C)c2ccccn2)c(OC)c1 (stereo not given)	33%	0%	-6%	-17%	3	-1%	0%	-11%	-12%
CN1CC(=O)NC1=NC(=O)c1cc(F)c(F)cc1Cl	-1%	-4%	-3%	-7%	-4	-1%	24%	-8%	12%
Cc1cc(C)cc(N(C(=O)C(F)(F)F)C(C(=O)NC2CCCCC2)c2cccs2)c1 (stereo not given)	30%[activator]	-3%[60.1 µM]	-3%	-15%	-2	-1%	0%	-11%	35%[activator]
Cc1ccc(N(C(C)C(=O)Nc2ccc(S(=O)(=O)N3CCOCC3)cc2)S(C)(=O)=O)cc1 (stereo not given)	4%	-17%	-2%	-5%	0	-5%	-2%	-5%	6%
COc1ccccc1OCCNC(=O)c1ccc(C)c(S(=O)(=O)N2CCOCC2)c1	nt	-1%	-2%	nt	6	nt	6%	-18%	-3%
COc1cccc(N(CC(=O)N2CCCCCC2)S(C)(=O)=O)c1	15%	7%	-2%	-3%	-1	-1%	11%	-11%	19%
CN(Cc1cccnc1)C(=O)c1cc(COc2ccc3c(c2)CCCC3)on1	13%	-7%	2%	?	-1	-5%	-12%	-18%	20%
Cc1cccc(C(=O)NN/C=C/C(=O)c2ccccc2)c1	24%	-8%	2%	3%	0	-6%	6%	-10%	180%[activator]
Cc1ccc(CN(C)C(=O)c2ccc(S(=O)(=O)N(C)c3ccccc3)cc2)o1	nt	1%	-7%	nt	-7	nt	16%	-3%	23%
O=C(CCCN1C(=O)[C@H]2CC=CC[C@H]2C1=O)NCc1nc(-c2ccccc2)no1	21%	12%	0%	-14%	0	1%	64%	-16%	3%
O=C(Nc1ccc2c(c1)OCCO2)C(=S)NCc1ccccc1	20%	-13%	3%	?	-5	-10%	-5%	-19%	120%[activator]
O=C(COc1ccccc1Cl)N1CCN(c2ccc([N+](=O)[O-])c(N3CCOCC3)c2)CC1	13%	-6%	-3%	-10%	-10	-3%	14%	0%	12%
Cc1ccc2oc3nc(C)c(C(=O)O)cc3c(=O)c2c1	-24%	3%	-10%	-7%	0	1%	0%	-10%	13%
CC(=O)c1ccc(-c2ccc(C(=O)N3CCN(c4ccc(F)cc4)CC3)o2)cc1	-12%	-8%	6%	?	1	-5%	-8%	12%	9%

# In a second layout: 2 of the compounds above.
Cc1ccc(N(C(C)C(=O)Nc2ccc(S(=O)(=O)N3CCOCC3)cc2)S(C)(=O)=O)cc1 (stereo not given)
  Pol beta inh = 4%
  Pol kappa inh = -17%
  GRP78 ERSR act = -2%
  Anesthetic bind = -5%
  LDHA block = 0
  BLM inh = -5%
  APE1 inh = -2%
  Pol eta inh = -5%
  Pol iota inh = 6%

COc1ccccc1OCCNC(=O)c1ccc(C)c(S(=O)(=O)N2CCOCC2)c1
  Pol beta inh = nt
  Pol kappa inh = -1%
  GRP78 ERSR act = -2%
  Anesthetic bind = nt
  LDHA block = 6
  BLM inh = nt
  APE1 inh = 6%
  Pol eta inh = -18%
  Pol iota inh = -3%

# Other structures.
molecule	Pol beta inh	Pol kappa inh	GRP78 ERSR act	Anesthetic bind	LDHA block	BLM inh	APE1 inh	Pol eta inh	Pol iota inh
Cc1cccc(NC(=O)c2ccc(S(=O)(=O)N3CCCC3)cc2)c1C	51%	8%	1%	-7%	-6	-3%	11%	-13%	31%[activator]
CCNC(=O)CC1C(=O)N(c2ccc(F)cc2)C(=O)N1Cc1cccs1 (stereo not given)	24%	6%	2%	-1%	-1	-1%	2%	-13%	57%[activator]
O=C(CSCc1c(F)cccc1Cl)Nc1ccccc1C(=O)N1CCOCC1	0%	1%	-2%	-2%	0	0%	1%	-13%	67%[activator]
COC(=O)c1ccc2[nH]ccc2c1	26%	5%	2%	-12%	1	-8%	-4%	-9%	58%[activator]
CCOC(=O)c1c(C)[nH]c(C)c1S(=O)(=O)NCC(=O)Nc1cccc(SC)c1	-16%	-30%	-2%	-16%	-7	-3%	nt	-2%	-16%
CCc1ccccc1NC(=O)CSc1nc2ccccc2nc1N1CCOCC1	-13%	-12%	-2%	-8%	1	-1%	38%	-10%	-13%
COc1ccc(Cl)cc1NC(=O)c1ocnc1C	?	-16%	-3%	-14%	7	-8%	-4%	?	?
O=C(CN1CCOCC1)Nc1ncc(Cc2ccccc2Cl)s1	4%	-4%	2%	-7%	-3	-2%	?	-14%	33%
O=C(O)CC(CNS(=O)(=O)c1ccccc1)c1ccccc1 (stereo not given)	-23%	17%	-1%	16%	2	-2%	-1%	-8%	7%
CCOC(=O)[C@H]1[C@H]2COc3ccc(Cl)cc3[C@@H]2N2C(=O)[C@H](C)NC(=O)[C@@]12C	nt	-5%	-2%	nt	-3	nt	nt	-4%	9%
O=C(c1cc(C2CC2)on1)N1CCOCC1	18%	-2%	-6%	-17%	-2	1%	0%	0%	-25%
O=c1c(Cc2ccc(F)cc2)c(O)ccn1CCCN1CCOCC1	99%	5%	-3%	-2%	1	-2%	5%	-4%	1%
NC(=O)NC(CC(=O)NNC(=O)c1cccs1)c1ccc(Cl)cc1 (stereo not given)	nt	-2%	-2%	nt	-3	nt	9%	-11%	101%[activator]
O=c1c2c3c(sc2n(CCN2CCCC2)c(=O)n1Cc1ccco1)CCCCC3	?	-21%	-1%	?	3	6%	2%	3%	18%
CC(=O)Nc1cccc(NC(=O)c2ccc3[nH]c(C)c(C)c3c2)c1	1%	-11%	3%	-6%	-4&-2	-3%	34%	-22%	136%[activator]
C=CCNC(=O)O/N=C/c1csc([N+](=O)[O-])c1	13%	0%	0%	3%	-6	-1%	-8%	-1%	13%
O=S(=O)(c1ccc(Cl)nc1)N1CCCC1	nt	4%	-2%	nt	-3	nt	-5%	-12%	-24%
C=CCC(=O)NC1CCCc2c1cnn2-c1cc(F)cc(F)c1 (stereo not given)	15%	3%	1%	-7%	3	-6%	45%	-6%	16%
Cc1ccc(O)c(C(=O)C=Cc2ccccc2)c1	nt	-16%	10%	nt	-4	nt	nt	-1%	-10%
O=C(Cc1ccc(S(=O)(=O)N2CCOCC2)s1)Nc1cc(Cl)ccc1Cl	nt	-4%	-4%	nt	-3	nt	-27%	-28%	68%[activator]
CS(=O)(=O)N1CCc2cc(C(=O)Nc3ccccc3)ccc21	1%	3%	3%	-6%	-1	-5%	0%	-14%	?
O=C(O)/C=C/C(=O)NC1CC1	41%[activator]	-1%	-2%	-1%	-2	-6%	-1%	-20%	23%
CC1CC(C)CN(CCCNC(=O)c2ccc3nc(N4CCOCC4)sc3c2)C1 (stereo not given)	5%	-14%	-2%	-21%	-13	-9%	39%	-10%	-4%
Cc1ccc2c(c1)C(=O)C(=O)N2Cc1ccc(OC(C)C)cc1	3%	-6%	?	-11%	-4	-11%	nt	-17%	?
CN(C)CC(O)COc1cc2ccccc2cc1C(=O)N1CCCCC1 (stereo not given)	41%	2%	-3%	-9%	0	-3%	13%	-6%	30%[activator]
O=C(c1cc(Cl)ccc1[N+](=O)[O-])n1cnc2ccccc21	5%	-16%	-4%	-2%	-1	-2%	4%	-3%	15%
O=C(CSc1nncs1)N1c2ccccc2Sc2ccccc21	-25%	-13%	-1%	?	1	-9%	-2%	-3%	16%
C#CCSc1ncc(S(=O)(=O)c2ccccc2)c(=O)[nH]1	37%	0%	-2%	1%	0	0%	17%	-6%	-27%
CCN(CC)CCOc1cccc(C(C)C)c1	-2%	-4%	-9%	-9%	-14	0%	0%	-11%	11%
CCOc1ccc(NC(=S)NCC(c2cccnc2)N2CCOCC2)cc1 (stereo not given)	0%	7%[60.1 µM]	1%	1%	-2	-1%	?	-13%	3%
COc1cc(NC(=O)C2=CC(c3ccc(C)cc3)=NS(=O)(=O)N2C)cc(OC)c1OC	-3%	13%	0%	?	6	-11%	-17%	-17%	22%
CC1=C(C(=O)NCCc2ccc(Cl)cc2)C2(CCCCC2)OC1=O	0%	-2%	-3%	6%	-2	-2%	nt	-11%	-6%
CCN(CC)C(=O)CSc1nc(O)cc(=O)n1CC	32%	-5%	0%	-8%	-3	1%	0%	-14%	31%[activator]
Cc1cc(O)c(C(=O)/C=C/c2ccc(C(C)C)cc2)c(=O)o1	4%	-19%	3%	-18%	3	-15%	27%	-13%	-8%
